SIAH1 antagonists – Siah-1 peptide-binding antagonists, primary screen, biochemical, fluorescence polarization, rhodamine-plectin, uHTS (AID 1817); Siah-1 / rhodamine-plectin peptide fluorescence polarization; higher % means a stronger effect; one-dose displacement, % at 20 µM; IC50 in µM for titrated hits; hit rate 0.02% among 290,000;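 active = displacement of at least 50% at 20 µM, with a fluorescence ratio check between 0.3 and a set limit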;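 also: plate controls were Siah plus tracer with DMSO for no effect and tracer alone without Siah for full effect; strong numbers were not always called active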
KOR beta-arrestin-1 – KOR agonists, beta-arrestin recruitment, primary screen, cell-based, luminescence, uHTS (AID 1777). Kappa-type opioid receptor (Homo sapiens). KOR beta-arrestin recruitment, luminescence; higher % means a stronger effect. one-dose activation, % at 10 µM; EC50 in µM for titrated hits. hit rate 0.02% among 280,000; in the data active = activation above about 50%, passing the limit was not always enough; also: a part of the inactive calls stands beside numbers as strong as those of hits
Myeloid diff MLP – induction of myeloid progenitor differentiation, primary screen, cell-based, flow cytometry, MLPCN library. ER-HoxA9 myeloid progenitors, lysozyme-GFP differentiation. calls only at 10 µM. hit rate 1% among 360,000. AID 624256, 2012;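 active = normalized GFP-positive differentiation at or above the plate's own cutoff, the solvent-only control mean plus 3 SD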;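 also: cells exposed to compound for four days before flow analysis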
Salmonella PhoP GFP – inhibitors of PhoP regulon expression, primary screen, Salmonella Typhimurium, GFP reporter (AID 1863). hit rate 0.16% among 300,000. inhibition, % at 50 µM; hits with a dose series show IC50 in µM. S. Typhimurium PhoP-regulated promoter GFP reporter, 4 h; higher % means a stronger effect;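 active = inhibition over 29.93%, a cutoff 3 SD above the screen mean, later confirmed by dose response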;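 also: 0% = low Mg2+ inducing control and 100% = high Mg2+ repressing control; strong numbers were not always called active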
HIV fusion peptide – inhibitors of HIV fusion peptide binding, primary screen, biochemical, uHTS, fluorescence dequenching (AID 1986); cell-free peptide binding, fluorescence dequenching, 30 min; higher % means a stronger effect; one-dose inhibition, % at 20 µM; IC50 in µM for titrated hits; hit rate 0.3% among 290,000; in the data active = inhibition mostly above about 52%, no sharp cut-off; inactive = mostly below about 76%; also: some results filed as inactive read as strong as hits
LYP inhibition – inhibitors of LYP phosphatase, biochemical, fluorescence intensity, uHTS (AID 1779); recombinant LYP phosphatase, fluorescence intensity; higher % means a stronger effect; inhibition, % at 11.5 µM; hits with a dose series show IC50 in µM; hit rate 0.054% among 290,000;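 also: plate controls were vehicle with enzyme for no effect and no enzyme for full effect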
KOR beta-arrestin-2 – KOR antagonists, beta-arrestin recruitment, cell-based, luminescence, uHTS (AID 1778). Kappa-type opioid receptor (Homo sapiens). KOR beta-arrestin recruitment, luminescence, antagonist mode; higher % means a stronger effect. one-dose inhibition, % at 10 µM; IC50 in µM for titrated hits. hit rate 0.091% among 290,000; also: strong numbers were not always called active
NOD1 NF-kB reporter – NOD1 signaling inhibitors, primary screen, cell-based, luminescence, uHTS (AID 1578). NOD1-driven NF-kB luciferase reporter cells, luminescence; higher % means a stronger effect. inhibition, % at 4 µM; hits with a dose series show EC50 in µM. hit rate 1% among 290,000; in the data active = inhibition mostly above about 36%, no sharp cut-off; inactive = mostly below about 34%;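 also: HEK-293T reporter cells stimulated with the NOD1 agonist gamma-tri-DAP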
NOD2 inhibition – NOD2 signaling inhibitors, cell-based, luminescence, uHTS, HEK293 (AID 1566); HEK293 NOD2/NF-kB luciferase reporter, luminescence; higher % means a stronger effect; inhibition, % at 4 µM, or EC50 in µM where a hit was titrated; hit rate 0.63% among 290,000; also: many of its hits are not listed in these tables
Myeloid diff MLP GFP+ MAC1+ % – recorded beside Myeloid diff MLP, whose call it bears; GFP+ MAC1+ double positive, %; measured here: differentiation confirmed by MAC1 staining
The depositor's hits bear a star; i = inactive; . = not tested or not shown; [ ] = remark or other dose. Rule as the data show it, unless noted: active = inhibition above about 50%; inactive = the rest.

SMILES	SIAH1 antagonists	KOR beta-arrestin-1	Myeloid diff MLP	Myeloid diff MLP GFP+ MAC1+ %	Salmonella PhoP GFP	HIV fusion peptide	LYP inhibition	KOR beta-arrestin-2	NOD1 NF-kB reporter	NOD2 inhibition
O=C(O)C1CCCCC1C(=O)Nc1ccc(OCc2ccccc2)cc1 (stereo not given)	6%	-1.9%	i	0.5	-9%	-0.1%	-1%	-1%	3%	0%
CC(=O)Nc1nc(-c2ccccc2)nc(C)c1C(C)=O	4%	-0.5%	i	0.7	12%	2.1%	-6%	9%	.	11%
CCCCc1ncc(CN2CCC(CC3CCCCO3)(C(=O)OCC)CC2)[nH]1 (stereo not given)	2%	-3.5%	i	0.2	-2%	-0.8%	-6%	-15%[20 µM]	-5%	9%
O=C(O)/C=C/C(=O)Nc1ccc(Cc2ccc(NC(=O)/C=C/C(=O)O)cc2)cc1	7%	0.3%	i	0.7	0%	6.9%	-4%	40%	-2%	12%
O=S(=O)(c1ccc(S(=O)(=O)n2cnc3ccccc32)cc1)N1CCCCCC1	0%	18%	i	1.2	6%	-0.6%	-6%	-4%	9%	2%
CCC(=O)N(Cc1ccc(S(N)(=O)=O)cc1)C1CC(=O)N(c2ccc(OC)cc2)C1=O (stereo not given)	0%	-0.7%	i	1.3	-4%	0.9%	1%	15%	-6%	1%
COCCCn1c(=O)/c(=C\c2ccccc2OC(C)C)s/c1=C(/C#N)C(=O)Nc1ccc(C(=O)O)cc1	16%	0.1%	i	0.5	-62%	77%*	-1%	2%	6%	22%
CCOc1ccc(CN2CCNC(=O)C2CC(=O)NCCc2nc(C)c3c(n2)CCC3)cc1 (stereo not given)	-2%	0.5%	i	0.4	.	1.1%	-8%	35%	0%	9%
Cc1cc(C)nc(SCc2cc(=O)c(OC(=O)c3ccc(S(=O)(=O)N4CCCC4)cc3)co2)n1	18%	6.5%	i	0.2	6%	-0.7%	1%	18%	-20%	3%
CC(C)(C)C1C=C(Sc2ccccc2)C(=O)O1 (stereo not given)	-4%	-1.8%	i	2.9	5%	2.6%	4%	-1%	-24%	-10%
COc1ccccc1OCC(=O)Nc1ccc2c(c1)OCCO2	13%	0.4%	i	0.8	-1%	1.7%	-9%	-11%	-2%	-15%
O=C(Nc1ccc(F)cc1)c1cncs1	5%	-4.9%	i	1.4	1%	0.6%	-6%	-4%	-5%	3%
O=C(Nc1ccccc1)N(CCN1CCOCC1)Cc1ccccc1F	0%	-0.3%	i	0.8	-8%	0.0%	-7%	-2%	.	-1%
O=C(CCSc1nc(-c2ccco2)cc(C(F)(F)F)n1)Nc1ccc2c(c1)OCO2	3%	-2.8%	i	0.5	4%	-2.7%	9%	57%	-37%	-4%
Nc1c(C(=O)NCc2ccco2)sc2nc3c(cc12)C(=O)CCC3	31%	-5.9%	i	2.8	0%	12%	2%	-10%	-23%	-19%
O=C(Nc1ccc(F)c(F)c1)c1oc2ccccc2c1NC(=O)C1CCCO1 (stereo not given)	12%	-4.1%	i	0.2	-7%	0.6%	6%	27%	-53%	-5%
O=C(c1cccnc1Nc1ccccc1F)N1CCOCC1	8%	-4.4%	i	0.3	0%	2.7%	-8%	-1%	-25%	13%
COCCNC(=O)C(=O)NCC1OCCN1S(=O)(=O)c1ccc(C)cc1 (stereo not given)	5%	0.5%	i	0.5	-2%	-0.6%	-5%	5%	-14%	11%
CC(C)(C)OC(=O)NCCC(=O)N/N=C/c1cccc2nccnc12	-4%	0.2%	i	0.4	-4%	-0.6%	-2%	-15%	-8%	10%
O=C(O)CS(=O)CC(=O)Nc1cccc(C(F)(F)F)c1 (stereo not given)	-2%	0.8%	i	0.1	-8%	0.3%	-11%	-72%[20 µM]	-19%	-12%
Cc1cccc2[nH]c(CN(C)C(=O)C3CCC(=O)N(C4CC4)C3)nc12 (stereo not given)	0%	0.7%	i	1.2	8%	-1.9%	-14%	-2%	-34%	4%
CNC(=S)N/N=C/c1c(C)cccc1Cl	1%	-3.0%	i	0.6	-4%	-0.1%	-4%	9%	-12%	-3%
C=CCOc1ccccc1/C=C/C(=O)O	-2%	-0.9%	i	0.9	-17%	-1.5%	-6%	-7%	12%	11%
COc1cc2nc(CCc3ccccc3)oc(=O)c2cc1OC	0%	-3.6%	.	.	10%	0.0%	-3%	-34%	-34%	7%

An excerpt from above with just KOR beta-arrestin-2.
structure,KOR beta-arrestin-2
Cc1cccc2[nH]c(CN(C)C(=O)C3CCC(=O)N(C4CC4)C3)nc12 (stereo not given),-2%
CNC(=S)N/N=C/c1c(C)cccc1Cl,9%
C=CCOc1ccccc1/C=C/C(=O)O,-7%
COc1cc2nc(CCc3ccccc3)oc(=O)c2cc1OC,-34%

Entries listed above marked active in HIV fusion peptide.
smiles,SIAH1 antagonists,KOR beta-arrestin-1,Myeloid diff MLP GFP+ MAC1+ %,Salmonella PhoP GFP,HIV fusion peptide,LYP inhibition,KOR beta-arrestin-2,NOD1 NF-kB reporter,NOD2 inhibition
COCCCn1c(=O)/c(=C\c2ccccc2OC(C)C)s/c1=C(/C#N)C(=O)Nc1ccc(C(=O)O)cc1,16%,0.1%,0.5,-62%,77%*,-1%,2%,6%,22%

New compounds follow.
SMILES	SIAH1 antagonists	KOR beta-arrestin-1	Myeloid diff MLP	Myeloid diff MLP GFP+ MAC1+ %	Salmonella PhoP GFP	HIV fusion peptide	LYP inhibition	KOR beta-arrestin-2	NOD1 NF-kB reporter	NOD2 inhibition
Cc1cccc(NS(=O)(=O)c2ccc([N+](=O)[O-])cc2)n1	-2%	0.2%	i	0.7	-2%	1.3%	-2%	-25%[20 µM]	28%	-12%
Cc1ccc(C)c(C(=O)NCc2ccncc2)c1	-1%	6.9%	i	0.5	7%	0.4%	0%	2%	-8%	-4%
C=CCN(C(=O)c1ccccn1)C(C(=O)NCc1ccccc1)c1ccccc1F (stereo not given)	8%	2.4%	i	0.1	-1%	-1.2%	-8%	12%	-20%	15%
COc1ccc([N+](=O)[O-])cc1/C=N/NC(=O)Cc1ccccc1	-4%	0.9%	i	0.9	10%	-2.4%	-5%	-32%[20 µM]	5%	-52%
CCOc1ccc(-n2cnnn2)cc1S(=O)(=O)NC1CC1	2%	3.7%	i	5.8	-5%	0.2%	-3%	-61%	-6%	3%
Cc1ccc(-n2ncc3c(=O)n(Cc4cccnc4)cnc32)cc1	5%	2.1%	i	5.7	-2%	3.3%	-1%	2%	1%	4%
CCOC(=O)CC(NC(=O)Cc1ccccc1)c1ccccc1Cl (stereo not given)	12%	5.7%	i	0.5	0%	-1.4%	-5%	2%	-2%	7%
Cc1ccc(C)c(Cn2c(=O)n(C)c(=O)c3sccc32)c1	5%	1.2%	i	0.4	-2%	-1.2%	-5%	18%	-20%	8%
CCOC(=O)Nc1nnc(-c2ccc(OC)c(OC)c2)s1	2%	-4.5%	i	0.6	-3%	0.2%	-11%	-11%	-7%	3%
CC(C)C(OC(=O)C1CCCO1)C(=O)NC1CCCC1 (stereo not given)	1%	-12%	i	4.9	-3%	-0.4%	-3%	-18%	-13%	11%
Oc1ccc(/C=N/Nc2nc(-c3cccnc3)nc3ccccc23)c(O)c1	-8%	5.4%	i	0.1	16%	0.3%	-12%	-31%	8%	-3%
Cc1occc1C(=O)Nc1nnc(-c2ccncc2)s1	1%	-3.0%	i	5.2	10%	-1.5%	1%	16%	-29%	-23%
CN(C)Cc1c(C(=O)N/N=C/c2ccncc2)nnn1-c1nonc1N	2%	-2.9%	i	0.5	-1%	1.7%	-5%	-2%	-1%	-10%
CCNS(=O)(=O)c1ccc(NC(=O)Cn2nc(C(F)(F)F)cc2C)cc1	0%	5.3%	i	1.0	11%	1.2%	-2%	-25%	13%	0%
Cn1cc(CN2CCC(n3nccc3NC(=O)CCc3ccccc3)CC2)cn1	-2%	3.9%	i	0.8	-2%	-0.8%	-6%	5%	-6%	6%
CSC1=N/C(=C\c2ccc(C)s2)C(=O)S1	9%	10%	i	0.4	-69%	0.8%	-4%	-19%	-33%	5%
Cc1ccc(-c2noc(Cn3nc(C(=O)O)c4ccccc4c3=O)n2)cc1	1%	-3.6%	.	.	-2%	0.7%	-8%	1%	-29%	3%
Nc1nnc(SCC(=O)N2CCCCC2)s1	-3%	-2.0%	i	1.0	9%	-1.1%	-16%	-3%	-9%	6%
CCOC(=O)C(=CNc1ccc(C#N)cc1)C(=O)OCC	-3%	2.9%	i	0.0	5%	-1.0%	5%	-19%	-27%	8%
COc1ccc(CN2CC(C(=O)NCc3ccc4c(c3)OCO4)CC2=O)cc1 (stereo not given)	3%	-4.8%	i	5.6	13%	3.9%	-8%	-19%	8%	9%
C=CCn1c(=O)c(CCC(=O)Nc2ccc(N3CCOCC3)cc2)nc2cc(C(F)(F)F)ccc21	-5%	3.6%	i	3.5	-4%	-2.1%	-7%	-35%	-1%	10%
CCc1ccccc1N(CC(=O)NCc1ccccc1)C(=O)CCC(=O)Nc1ccccn1	2%	-4.7%	i	0.9	4%	-0.3%	-2%	2%	-21%	18%
O=C(Nc1ccc2nn(-c3ccccc3)nc2c1)c1ccc(Br)o1	25%	12%	i	2.2	1%	-0.9%	-1%	33%	-38%	15%
O=C(NCc1cccs1)Nc1cccs1	-4%	6.4%	i	0.7	30%	-0.8%	-6%	-36%	25%	-24%
Cc1ccc(NC(=O)/C=C/C(=O)O)c([N+](=O)[O-])c1	4%	0.8%	i	1.4	12%	3.8%	-4%	-30%	2%	10%
CC(=O)NCC1CCCN(Cc2cn(-c3ccccc3)nc2-c2ccc3c(c2)OCO3)C1 (stereo not given)	0%	.	i	0.0	0%	-1.0%	-8%	-45%[20 µM]	-32%	25%
Cc1cccc(Nc2nccc(N(C)C)c2C#N)c1	2%	-3.4%	i	0.5	-6%	-1.4%	3%	-8%	-79%	-10%
CCN(CC)c1ccc(C(=O)OCC(=O)NC(C)(C)C)cc1	10%	1.6%	i	0.3	-6%	-0.2%	-1%	22%	-3%	10%

Single records (already shown). Screens in order: SIAH1 antagonists | KOR beta-arrestin-1 | Myeloid diff MLP | Myeloid diff MLP GFP+ MAC1+ % | Salmonella PhoP GFP | HIV fusion peptide | LYP inhibition | KOR beta-arrestin-2 | NOD1 NF-kB reporter | NOD2 inhibition
Cc1ccc(NC(=O)/C=C/C(=O)O)c([N+](=O)[O-])c1 is listed as 4% | 0.8% | i | 1.4 | 12% | 3.8% | -4% | -30% | 2% | 10%
CCN(CC)c1ccc(C(=O)OCC(=O)NC(C)(C)C)cc1 is listed as 10% | 1.6% | i | 0.3 | -6% | -0.2% | -1% | 22% | -3% | 10%
CC(=O)NCC1CCCN(Cc2cn(-c3ccccc3)nc2-c2ccc3c(c2)OCO3)C1 (stereo not given) is listed as 0% | . | i | 0.0 | 0% | -1.0% | -8% | -45%[20 µM] | -32% | 25%
Cc1cccc(Nc2nccc(N(C)C)c2C#N)c1 is listed as 2% | -3.4% | i | 0.5 | -6% | -1.4% | 3% | -8% | -79% | -10%

A portion of the library (hit frequency here may not be typical).
